15-hLO inh: inhibitors of human 15-lipoxygenase (ALOX15); purified 15hLO-1, xylenol orange hydroperoxide absorbance; Potency, µM (top dose mostly 57.1 µM), inactives show at the top dose activity change, negative = inhibition, most hits filed as inhibitors; 74,000 compounds, 1.4% hits; note: potency is the fitted concentration of half-maximal effect; % is set by controls: 0 for no effect and ±100 for the full control effect; nearly all actives have a fitted effect of over 55% in size
Target sequence (P16050 whole entry, looked up): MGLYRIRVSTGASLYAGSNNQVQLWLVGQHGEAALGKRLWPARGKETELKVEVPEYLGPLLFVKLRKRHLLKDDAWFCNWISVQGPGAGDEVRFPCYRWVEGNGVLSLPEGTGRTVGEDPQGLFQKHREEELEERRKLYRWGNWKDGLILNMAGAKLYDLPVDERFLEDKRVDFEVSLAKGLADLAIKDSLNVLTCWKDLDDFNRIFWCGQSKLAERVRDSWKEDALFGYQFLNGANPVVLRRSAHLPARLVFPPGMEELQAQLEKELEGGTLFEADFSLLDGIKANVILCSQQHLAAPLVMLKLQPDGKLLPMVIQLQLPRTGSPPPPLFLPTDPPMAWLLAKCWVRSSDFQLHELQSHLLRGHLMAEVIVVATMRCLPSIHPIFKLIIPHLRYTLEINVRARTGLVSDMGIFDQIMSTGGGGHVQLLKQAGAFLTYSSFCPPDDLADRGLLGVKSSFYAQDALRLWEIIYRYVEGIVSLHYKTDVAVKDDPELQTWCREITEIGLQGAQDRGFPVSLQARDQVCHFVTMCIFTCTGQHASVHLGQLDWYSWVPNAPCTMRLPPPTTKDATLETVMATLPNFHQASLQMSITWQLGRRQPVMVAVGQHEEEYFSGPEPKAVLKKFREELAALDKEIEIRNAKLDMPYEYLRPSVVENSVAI
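Inhibition is scored from a chromogenic endpoint. After 15 min enzyme-compound contact, arachidonic acid (50 uM final) reacts 6 min with 40 nM 15hLO-1 at room temperature, then Fe-XO reagent is added for 30 min and absorbance ratio recorded.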
BRCT PPI green: blocks human BRCA1 BRCT binding to phosphopeptide, green readout | BRCA1 BRCT-phosphopeptide binding, green fluorescence polarization | Potency, µM (highest dose often 76.9 µM), without a hit: top-dose activity change, negative = inhibition, usual class: inhibitors | 75,000 compounds, 0.05% hits | AID 875;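 note: potency is the fitted concentration of half-maximal effect; plate controls were peptide without protein for full effect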
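Compounds were incubated for 12 min at room temperature with a complex of 100 nM fluorescein-tagged pBACH1 decapeptide and 250 nM His-tagged BRCT protein. Buffer was phosphate pH 7.3 with EDTA, DTT and Tween 20. Disruption of binding lowers the polarization signal.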
Epigenetic mod: derepresses silenced GFP locus in mouse C127i cells | mouse C127i GFP locus derepression, cytometry, 30 h | Potency, µM (titrated, usually from 46.1 µM), inactives show top-dose GFP derepression (activation) | 68,000 compounds, 0.09% hits; note: % of control where 0% means no effect
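Locus derepression in mouse mammary C127i cells whose integrated CMV-GFP reporter is normally silent; GFP expression after 30 h compound treatment was quantified by counting fluorescent cells.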
HBB splice mod: modulators of hemoglobin beta chain splicing | Potency, µM (series often up to 46.1 µM), without a hit: top-dose activation, hits mostly activators | 65,000 compounds, 0.06% hits | HBB splicing reporter cell assay, activation; EGFP reporter with mutant IVS2-654 intron; response scale: normalised to 500 nM splice-correcting PNA; note: potency is the fitted concentration of half-maximal effect; 0% is about no effect
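HeLa cells stably expressing EGFP interrupted by mutant beta-globin intron 2 (IVS2-654), 500/well in 2% FCS. Treated with compound for 2 days at 37C. Splicing correction scored as total well GFP intensity (488 nm excitation, 500-520 nm emission); 500 nM antisense PNA served as control.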
A350 fluor: compounds fluorescent in Alexa 350 spectral region; Compound autofluorescence, 340/450 nm, Alexa 350 dye-equivalents; hits give high values; max dye-equivalent concentration, M; 59,000 compounds, 11% hits; AID 590; in the data active = max dye-equivalent concentration above about 10 nM; inconclusive = mostly about 1.1 nM to 9.6 nM
Hsp90 Hop PPI: changes Hsp90-Hop TPR2A binding signal, up or down; Potency, µM (top dose mostly 57 µM), for the others: at the highest dose activity change, negative = inhibition; AlphaScreen TPR2A-His6 binding biotin-Hsp90 C-terminal peptide; 71,000 compounds, 0.44% hits; active = well fitted curve in either direction with a large enough effect; inconclusive = small, poorly fitted or top-dose-only effect, or another doubt; note: potency is the fitted concentration of half-maximal effect; % is set by controls: 0 for no effect and ±100 for the full control effect; many of its hits are not listed in these tables
CRE-bla Fsk: alters forskolin-stimulated CRE reporter signaling in CHO cells; CHO CRE-bla reporter (cAMP response element driving beta-lactamase), forskolin EC10, beta-lactamase ratio; Potency, µM (highest dose often 38.2 µM), without a hit: at the highest dose activity change, negative = inhibition, hits mostly activators; 71,000 compounds, 2.5% hits; AID 662; active = well fitted activation curve with a large enough effect in the signal ratio, with a control signal flat, not every such curve was filed as active; inconclusive = small, poorly fitted or top-dose-only effect, or effect the other way, or a change in a side signal; the % refers to the signal ratio; note: potency is the fitted concentration of half-maximal effect; % of control where 0% means no effect
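Modulation of forskolin-driven signalling is measured in CHO cells carrying a CRE-controlled beta-lactamase reporter. Cells are stimulated with EC10 NKH 477 in the presence of titrated compound for 3 h at 37 °C, then loaded with CCF4 for 2 h at room temperature.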
UbGFP stabilizer: ubiquitin-GFP accumulation via proteasome inhibition. Ubiquitin-GFP reporter cells, proteasome inhibition, GFP fluorescence; response scale: untreated = 0%, 10 µM MG-132 = 100%. Potency, µM (highest dose often 45.9 µM), inactives show at the highest dose activation (GFP accumulation), usual class: activators. 67,000 tested, under 10 active; active = well fitted activation curve with a large enough effect, not every such curve was filed as active; inconclusive = small, poorly fitted or top-dose-only effect, or another doubt; inactive = no such curve, though single readings can be large or run the other way; note: potency is the fitted concentration of half-maximal effect
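Proteasome block read as GFP accumulation: ubiquitin(G76V)-GFP U2OS cells exposed to compound (2.9 nM–46 uM) for 4 hr at 37 C. Normalization used untreated cells as 0% and 10 uM MG-132 as 100%; concentration-response curves fitted.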
4MU fluor: compound fluoresces in the 4-MU spectral region; compound autofluorescence, 340/450 nm, 4-MU equivalents; hits give high values; max dye-equivalent concentration, M; 59,000 compounds, 11% hits; AID 589; in the data active = max dye-equivalent concentration above about 10 nM; inconclusive = mostly about 1.1 nM to 9.6 nM
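Compounds in 100 mM Tris, pH 8.0, incubated 15 min at room temperature, then fluorescence read at 340 nm excitation/450 nm emission. Signal converted to 4-MU dye-equivalent concentration using an on-plate six-point 4-MU standard curve.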
BRCT PPI red: inhibitors of human BRCA1 BRCT-phosphoprotein interaction (red fluorophore). P38398. BRCT-phosphopeptide binding, red fluorescence polarization. Potency, µM (series often up to 76.9 µM), for inactives: at the highest dose activity change, negative = inhibition, most hits filed as inhibitors. 75,000 compounds, 0.03% hits. AID 892; note: % is set by controls: 0 for no effect and ±100 for the full control effect
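Rhodamine-labelled pBACH1 10-mer (100 nM) bound to BRCT domain (100 nM) at pH 7.3; compounds incubated 12 min room temperature, polarization read. Free peptide defines full inhibition; unlabelled decapeptide titrated as control.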
Pol III holo inh: DNA polymerase III holoenzyme inhibition; reconstituted DNA polymerase III holoenzyme replication, biochemical; Potency, µM (highest dose often 57.1 µM), without a hit: at the highest dose activity change, negative = inhibition; 71,000 compounds, 0.25% hits; note: potency is the fitted concentration of half-maximal effect; % is set by controls: 0 for no effect and ±100 for the full control effect
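Reconstituted *E. coli* holoenzyme (0.35 nM Pol III, 1 nM beta, 154 nM SSB, 2 nM primase) was preincubated with compound for 15 min at RT. Synthesis on 1.4 nM ssM13Gori ran 35 min, then was stopped with PicoGreen/EDTA and read as dsDNA fluorescence.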
* hit, by the source's call; i = inactive; u = inconclusive; x = not tested or not shown; [ ] = remark or other dose. Unless noted, calls come from the whole dose curve; as a rule, active = well fitted curve in the direction sought with a large enough effect; inconclusive = small, poorly fitted or top-dose-only effect, or another doubt; inactive = no such curve, though single readings can be large; an effect the other way counts as inactive or inconclusive.

Structure	BRCT PPI green	HBB splice mod	4MU fluor	15-hLO inh	Pol III holo inh	UbGFP stabilizer	Epigenetic mod	Hsp90 Hop PPI	BRCT PPI red	CRE-bla Fsk	A350 fluor
COc1ccc(-n2ncc3c(NCCCN4CCOCC4)ncnc32)cc1	-0.2%	-1.9%	i	1.4%	-5.2%	-0.2%	2.0%	0.4%	-0.1%	11.8%	u
Cc1ccc(S(=O)(=O)C2(C(=O)Nc3nccs3)CC2)cc1	-2.5%	0.6%	x	2.8%	4.1%	1.6%	x	-2.9%[2.3 µM]	0.1%	-12.4%	x
Cc1cccc(-n2ncc3c(NCc4ccccc4)ncnc32)c1	3.2%	1.4%	x	-15.4%	-8.2%	15.6%	x	-1.7%	1.0%	u	x
CC1(C)CC(=O)C=C(NCCN2CCN(C(=O)Nc3ccc(Cl)cc3)CC2)C1	-0.8%	-2.2%[9.22 µM]	x	-7.7%	-0.3%	26.4%	0.1%	-0.7%	0.9%	-12.8%	x
COc1cc([C@H]2[C@@H]3CCCC[C@]3(O)CCN2CC(=O)Nc2ccc(C)cc2)ccc1O	2.0%	-3.3%[57.5 µM]	i	6.1%	0.2%	-2.6%	0.0%	-4.7%	0.0%	-10.3%	i
COc1ccc(NC2CC(=O)NC2=O)cc1 (configuration not stated)	-3.2%	-4.4%	i	0.2%	-4.6%	0.2%	-2.5%	-5.0%	-0.1%	-4.2%	i
CN(CC(=O)O)CC(=O)O	1.7%[15.4 µM]	0.6%[9.22 µM]	i	23.9%[11.4 µM]	-8.2%[11.4 µM]	-5.0%[9.17 µM]	5.7%[9.22 µM]	-1.9%[11 µM]	-0.2%[15.4 µM]	12.4%[7.6 µM]	i
Cc1ccc(-c2oc3ncnc(N)c3c2-c2ccc(C)cc2)cc1	-2.6%	-0.9%	u	-7.9%	0.8%	-5.1%	-0.7%	u	-1.2%	2.1%	1.03e-08M*
Cc1ccc(S(=O)(=O)N(CC(=O)N2CCC(C(N)=O)CC2)Cc2ccc(F)cc2)cc1	-1.3%	-0.6%	x	-2.0%	-5.5%	-9.4%	2.5%	-1.9%	-0.7%	-7.4%	x
COc1ccc(C2CC(c3cccc(OC)c3OC)n3nnnc3N2)cc1 (configuration not stated)	1.3%	-1.6%	i	-1.0%	10.0%	-3.6%	5.4%	-16.0%	-1.0%	-0.1%	i
CCOc1ccc(C)cc1S(=O)(=O)n1ccc(C)n1	-1.1%	-0.6%	8.58e-08M*	-1.4%	-6.7%	-3.2%	3.2%	-2.4%	-2.2%	-5.5%	9.61e-08M*
Cc1nnc2sc(-c3ccc(NC(=O)c4cccnc4)cc3)nn12	63.8%[activator]	0.7%	3.8e-08M*	-4.6%	-9.3%	-6.3%	12.0%	-1.3%	-1.7%	1.0%	4.31e-08M*
c1ccc(C2C3=C(Nc4ncnn42)c2ccccc2CCC3)cc1 (configuration not stated)	0.6%	-1.4%	i	3.6%	-4.8%	8.3%	0.0%	-1.8%	-1.2%	6.3%	i
CCOC(=O)c1cc(-c2ccc3c(c2)OCCO3)nc2c1c(C)nn2CCC#N	-2.0%	-0.1%[57.5 µM]	1.27e-07M*	-9.6%	5.9%	1.5%	3.3%	u	-0.8%	10µM*	7.99e-08M*
Cc1ccc(C(=O)Nc2nnn(C)n2)cc1	-3.2%	x	i	5.3%	-0.1%	-0.2%	1.9%	-2.2%	-0.1%	0.4%	i
CCOC(=O)Cc1csc(NC(=O)CSc2nc(C)cc(=O)[nH]2)n1	-0.4%	-2.3%	i	-1.1%	-7.4%	2.5%	-1.2%	-5.7%	-1.5%	-7.3%	i
CCOc1cccc(C2c3c(oc4cc(C)c(C)cc4c3=O)C(=O)N2CCCN(C)C)c1 (configuration not stated)	-0.7%	0.5%	x	10.7%	-4.6%	-2.9%	-1.5%	-2.3%	0.5%	-8.7%	x
O=c1cc(N2CCN(c3ccc(F)cc3)CC2)[nH]c(=O)n1C1CCCCC1	-1.7%	3.1%	i	-9.8%	-4.0%	8.6%	5.7%	-1.6%	0.7%	-22.6%	i
Cc1ccc(C(=O)NCCCC(=O)O)o1	-2.8%	1.0%	x	-6.3%	-1.5%	-2.7%	-1.8%	-1.5%	0.2%	2.7%	x
CCCCS(=O)CC(CS(=O)CCCC)OC(=O)c1ccccc1 (configuration not stated)	-2.0%	-4.7%	x	3.7%	-4.3%	-16.0%	0.2%	-2.0%	0.4%	-4.1%	x
COc1cc2oc(=O)c(Br)c(C)c2c(OC)c1OC	-0.1%	-3.1%	x	2.0%	-3.9%	1.0%	0.2%	4.4%	-1.2%	u	x
CCOC(=O)CNC(=O)CSc1ncnc2c1cnn2Cc1ccccc1	0.8%	2.1%[57.5 µM]	i	8.1%	1.4%	-4.4%	0.0%	-2.1%	-0.1%	u	u
COc1ccc2[nH]c(=O)c(CN(C(=O)NC3CCCCC3)C3CCCCC3)cc2c1	-2.6%	x	4.28e-08M*	-15.7%	-1.7%	-3.4%	-1.9%	0.7%	-1.7%	6.7%	4.42e-08M*
Cc1ccc2nc(NC(=O)C3CCCN(S(=O)(=O)c4cccc5nonc45)C3)sc2c1 (configuration not stated)	17.5%	-1.4%	i	-14.1%	1.2%	5.4%	-0.9%	-0.5%	1.3%	-11.9%	i
CC(C)=CCC/C(C)=C/CC/C(C)=C/CSc1ccccc1C(=O)O	-2.4%	1.4%	i	-18.8%	-6.5%	-7.2%	-0.1%	-2.5%	-7.2%	1.7%	i
CCCN(CCC)c1nc(NC2CCN(C(=O)OCC)CC2)nc(OC)n1	-3.0%	-1.1%	i	31.6µM*	-3.1%	-5.3%	0.0%	-7.8%	-1.1%	u	i
CCc1nnc(NC(=O)C2Cc3ccccc3CN2S(=O)(=O)c2cccs2)s1 (configuration not stated)	-3.1%	-4.2%	i	-0.9%	-3.2%	-2.6%	3.2%	-8.3%	-1.5%	u	i
NC(=O)c1oc2ccc(Cl)cc2c1N	-0.3%	1.6%	6.34e-08M*	-5.1%	-5.4%	0.0%	0.0%	-3.3%	1.4%	u	6.19e-08M*
COCC(C)n1c(C)cc(C(=O)COC(=O)c2nc3nc(C)cc(C)n3n2)c1C (configuration not stated)	-0.1%	0.0%[57.5 µM]	i	-5.0%	-2.1%	-0.1%	0.0%	-9.4%	-0.2%	-1.3%	i
O=C(Cn1nnc2ccccc2c1=O)N1CCCc2ccccc21	-0.1%	-1.2%	i	-15.1%	-0.8%	5.1%	3.9%	-3.4%	1.2%	-23.8%	i
Cc1ccc(N2C(=O)NC3(CCCCC3)C2=O)cc1	-1.0%	x	i	12.2%	1.0%	-4.9%	-0.7%	-9.9%	-0.2%	-1.4%	i
Cc1cc(NCCN2CCOCC2)n2ncc(-c3ccc(Cl)cc3)c2n1	-1.0%	-4.6%[57.5 µM]	4.59e-08M*	-13.2%	-1.6%	0.0%	-2.2%	2.1%	-2.9%	14.2%	5.77e-08M*

5 entries from above, sorted by formula weight, descending.
Structure	BRCT PPI green	HBB splice mod	4MU fluor	15-hLO inh	Pol III holo inh	UbGFP stabilizer	Epigenetic mod	Hsp90 Hop PPI	BRCT PPI red	CRE-bla Fsk	A350 fluor
COc1cc([C@H]2[C@@H]3CCCC[C@]3(O)CCN2CC(=O)Nc2ccc(C)cc2)ccc1O	2.0%	-3.3%[57.5 µM]	i	6.1%	0.2%	-2.6%	0.0%	-4.7%	0.0%	-10.3%	i
CCCN(CCC)c1nc(NC2CCN(C(=O)OCC)CC2)nc(OC)n1	-3.0%	-1.1%	i	31.6µM*	-3.1%	-5.3%	0.0%	-7.8%	-1.1%	u	i
Cc1nnc2sc(-c3ccc(NC(=O)c4cccnc4)cc3)nn12	63.8%[activator]	0.7%	3.8e-08M*	-4.6%	-9.3%	-6.3%	12.0%	-1.3%	-1.7%	1.0%	4.31e-08M*
Cc1ccc(C(=O)NCCCC(=O)O)o1	-2.8%	1.0%	x	-6.3%	-1.5%	-2.7%	-1.8%	-1.5%	0.2%	2.7%	x
CN(CC(=O)O)CC(=O)O	1.7%[15.4 µM]	0.6%[9.22 µM]	i	23.9%[11.4 µM]	-8.2%[11.4 µM]	-5.0%[9.17 µM]	5.7%[9.22 µM]	-1.9%[11 µM]	-0.2%[15.4 µM]	12.4%[7.6 µM]	i

Screening results as filed in PubChem.
